Screening results deposited in PubChem BioAssay by Vanderbilt High Throughput Screening Facility.
Cav32 inh – human Cav3.2 channel inhibition, primary screen. O95180. Cav3.2-expressing cells, Fluo-4 calcium fluorescence FDSS; hits give low values. B-score at 10 µM. 100,000 compounds, 4% hits. AID 449739;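 active means single-dose well whose peak fluorescence ratio is a statistical outlier from its plate by either plate-standardised score or position-corrected B-score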
Target sequence (O95180 whole entry, looked up): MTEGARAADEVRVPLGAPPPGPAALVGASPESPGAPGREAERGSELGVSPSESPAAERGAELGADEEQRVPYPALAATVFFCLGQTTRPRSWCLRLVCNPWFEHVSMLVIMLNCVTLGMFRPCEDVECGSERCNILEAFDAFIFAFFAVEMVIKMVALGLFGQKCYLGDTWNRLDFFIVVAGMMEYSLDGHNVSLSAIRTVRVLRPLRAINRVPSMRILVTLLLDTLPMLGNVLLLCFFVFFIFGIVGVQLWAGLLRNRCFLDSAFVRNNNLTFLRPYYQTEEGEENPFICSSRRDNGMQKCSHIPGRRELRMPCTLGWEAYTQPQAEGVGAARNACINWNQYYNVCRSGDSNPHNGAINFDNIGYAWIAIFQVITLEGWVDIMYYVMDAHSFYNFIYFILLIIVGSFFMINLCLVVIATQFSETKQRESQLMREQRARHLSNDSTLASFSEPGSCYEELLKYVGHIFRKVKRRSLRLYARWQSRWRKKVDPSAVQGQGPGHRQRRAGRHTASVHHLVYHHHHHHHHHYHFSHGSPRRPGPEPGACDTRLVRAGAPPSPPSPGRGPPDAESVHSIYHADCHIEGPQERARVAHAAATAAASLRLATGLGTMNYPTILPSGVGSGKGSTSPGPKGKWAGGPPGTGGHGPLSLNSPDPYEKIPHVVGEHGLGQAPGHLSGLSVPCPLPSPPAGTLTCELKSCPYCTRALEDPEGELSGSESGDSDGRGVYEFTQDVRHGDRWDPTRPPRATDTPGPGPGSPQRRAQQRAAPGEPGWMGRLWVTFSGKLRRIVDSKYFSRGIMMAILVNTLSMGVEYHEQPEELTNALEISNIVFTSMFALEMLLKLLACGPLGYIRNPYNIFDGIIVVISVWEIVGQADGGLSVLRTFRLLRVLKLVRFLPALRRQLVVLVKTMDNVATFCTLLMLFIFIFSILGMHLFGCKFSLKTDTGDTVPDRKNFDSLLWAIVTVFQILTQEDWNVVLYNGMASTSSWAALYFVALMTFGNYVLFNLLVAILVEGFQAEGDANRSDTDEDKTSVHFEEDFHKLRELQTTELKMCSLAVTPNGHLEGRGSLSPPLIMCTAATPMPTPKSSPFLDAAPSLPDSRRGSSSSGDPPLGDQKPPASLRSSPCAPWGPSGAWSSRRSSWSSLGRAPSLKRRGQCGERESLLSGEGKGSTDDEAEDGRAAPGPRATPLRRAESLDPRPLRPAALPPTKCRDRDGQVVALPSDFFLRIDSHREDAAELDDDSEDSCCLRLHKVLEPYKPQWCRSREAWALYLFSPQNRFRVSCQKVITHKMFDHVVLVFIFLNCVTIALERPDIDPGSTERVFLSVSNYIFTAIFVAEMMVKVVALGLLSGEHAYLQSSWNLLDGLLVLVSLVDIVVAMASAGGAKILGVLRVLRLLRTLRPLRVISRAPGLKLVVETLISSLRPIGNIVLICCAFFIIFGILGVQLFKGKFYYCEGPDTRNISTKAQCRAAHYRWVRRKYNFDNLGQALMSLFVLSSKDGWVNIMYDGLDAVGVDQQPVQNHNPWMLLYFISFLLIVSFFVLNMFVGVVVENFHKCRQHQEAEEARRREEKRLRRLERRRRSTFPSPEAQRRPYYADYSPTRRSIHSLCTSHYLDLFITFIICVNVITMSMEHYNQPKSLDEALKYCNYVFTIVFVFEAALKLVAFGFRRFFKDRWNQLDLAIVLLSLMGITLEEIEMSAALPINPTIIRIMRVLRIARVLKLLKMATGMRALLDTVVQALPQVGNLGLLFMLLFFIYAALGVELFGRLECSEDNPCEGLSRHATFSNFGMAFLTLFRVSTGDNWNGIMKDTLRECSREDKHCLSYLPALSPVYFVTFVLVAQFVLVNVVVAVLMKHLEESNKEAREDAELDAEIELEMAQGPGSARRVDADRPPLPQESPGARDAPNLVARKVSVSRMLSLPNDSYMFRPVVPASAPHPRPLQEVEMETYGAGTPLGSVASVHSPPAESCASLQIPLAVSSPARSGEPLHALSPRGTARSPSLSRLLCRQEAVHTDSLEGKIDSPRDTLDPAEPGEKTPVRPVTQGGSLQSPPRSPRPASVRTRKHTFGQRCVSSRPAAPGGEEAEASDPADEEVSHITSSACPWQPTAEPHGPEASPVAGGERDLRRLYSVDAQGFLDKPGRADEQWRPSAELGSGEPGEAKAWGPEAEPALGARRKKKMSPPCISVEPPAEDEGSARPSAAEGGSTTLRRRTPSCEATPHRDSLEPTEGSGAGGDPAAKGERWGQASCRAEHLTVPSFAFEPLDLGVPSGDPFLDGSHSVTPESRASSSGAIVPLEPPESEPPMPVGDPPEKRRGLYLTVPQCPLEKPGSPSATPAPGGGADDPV
Numbers without * were called inactive. Some of the compounds tested; rates above refer to the full screens.

Compound,Cav32 inh
CCCCOC(=O)CSC1=C(C#N)C(c2ccccc2OCC)C(C#N)C(=O)N1 (stereo not given),-3.7
CCOc1ccc(NC(=O)Nc2cc(C)on2)cc1,-0.171
Nc1nc(Nc2ccccc2Br)nc(C(F)(F)F)n1,0.139
Clc1cccc(Cc2nn[nH]n2)c1,-0.0178
Cc1cc(C(=O)Nc2c(C)nn(Cc3ccccc3)c2C)on1,0.683
C=CCN1C=C2C(=O)C(C)(OC(=O)c3cccs3)C(=O)C=C2C=C1CCCC(=O)OC (stereo not given),0.0127
Cc1[nH]c2ccccc2c1C(=O)/C=C/c1ccccc1,-0.983
O=C(CSC1=NCCS1)Nc1nc2ccccc2s1,-0.624
O=C(NCc1ccccc1)NS(=O)(=O)c1ccccc1Cl,0.857
COc1ccccc1-c1nc(-c2ccncc2)no1,0.00654
CCCC1CCc2c(sc(NC(=O)c3cccs3)c2C(N)=O)C1 (stereo not given),-1.68
O=c1ccccn1Cc1c(Cl)cccc1Cl,-1.1
COc1ccc(C)cc1S(=O)(=O)NC1CCCC1,0.764
Cc1cccc(NC(=O)CCOc2ccccc2)c1,0.0527
CN(C)N1C(N)=C(C#N)C(c2cccnc2)C2=C1CC(C)(C)CC2=O (stereo not given),2.51
O=C(O)CCCNS(=O)(=O)c1ccc(Br)s1,0.126
NC(=O)C(c1ncc(C(F)(F)F)cc1Cl)c1c(Cl)cccc1Cl (stereo not given),0.0786
CSc1nnc(NC(=O)c2cc3ccccc3oc2=O)s1,0.253
COC(=O)c1c(NC(=O)CSc2nnnn2C)sc(C)c1C,0.518
COc1ccc(Cc2nnc(N)s2)cc1OC,1.34
CC(C)CN1CCC(C(=O)NCC2CCCO2)CC1 (stereo not given),0.503
CN(C)[C@@H](CO)c1nnc([C@H](Cc2ccc(O)cc2)NC(=O)C2CCNCC2)o1,-0.239
CCOCc1nnc(NC(=O)CSCc2ccccc2)s1,-0.0754
Cc1n[nH]c(=O)nc1NCc1ccccc1,0.379
CCCC(=O)Nc1cc(-c2nn(C)c(=O)c3ccccc23)ccc1OC,0.377
Cc1cc(=O)n2c(n1)OC(CO)C2 (stereo not given),0.649
COC(=O)c1ccc(NC(=O)c2ccc(CN3CCOCC3)cc2)cc1,1.43
O=C(Cn1nnc2ccccc21)N1CCCCC1,0.092
CCn1c(=O)cc(SCC(=O)NCCCN2CCN(c3ccccc3F)CC2)c2ccccc21,-3.39*
COCC(=O)Nc1c(C(=O)Nc2cccc(OC)c2)oc2ccccc12,-0.79

Cav32 inh, entries above that show a hit
Compound,Cav32 inh
CCn1c(=O)cc(SCC(=O)NCCCN2CCN(c3ccccc3F)CC2)c2ccccc21,-3.39*

Later entries:
Compound,Cav32 inh
Cc1nc(C)c(C(=O)NCc2ccc(Cl)cc2)o1,-1.14
COc1ccc(CCn2c(-n3nc(C)cc3C)nc3c2c(=O)[nH]c(=O)n3C)cc1,0.863
O=C(c1ccc(F)cc1)C(CCCCCC(CN1CCOCC1)C(=O)c1ccc(F)cc1)CN1CCOCC1 (stereo not given),-0.171
Cc1cc(O)cc(=O)n1Cc1ccco1,0.0495
CC(C)(C)OC(=O)NCCCCCc1nnc(SCC(N)=O)o1,-1.04
CC1CCN(Cc2nc3c(c(=O)n(C)c(=O)n3C)n2CCCc2ccccc2)CC1,-1.55
CCOC(=O)C1CCN(C(=O)c2cccc(NC(=O)C(CC)CC)c2)CC1,0.168
CC(=O)Nc1ccc(Oc2cc(C#N)c(C#N)cc2N2CCCCCC2)cc1,-3.81*
Nc1nc(SCc2c(F)cccc2Cl)[nH]c(=O)c1-c1ccccc1,0.343
CCCCCc1c(C)c(C#N)c2nc3ccccc3n2c1-n1ccnc1C,-0.00274
COc1ccc(Cl)cc1C(=O)Nc1ccc(N(C)C(C)=O)cc1,0.457
O=S(=O)(NC1CCCC1)c1ccc(S(=O)(=O)N2CCc3ccccc32)cc1,-1.6
Cc1ccc(C)c(/C(O)=C2/C(=O)C(=O)N(CCN3CCOCC3)C2c2ccc(C)o2)c1 (stereo not given),-0.0669
COC(=O)C1CCN(C(=O)C23CCC(C)(C(=O)O2)C3(C)C)CC1 (stereo not given),-0.198
CCOC(=O)C1CCCN(S(=O)(=O)c2c(C)c(C)cc(C)c2C)C1 (stereo not given),-2.28
COc1ccccc1NC(=O)Cc1csc(N)n1,0.0052
Cc1ccc(-c2ccc(=O)n(CC(=O)NCCCN3CCCCC3C)n2)cc1 (stereo not given),-0.356
CCN(c1ccc(OC)cc1)S(=O)(=O)c1ccc2c(c1)CCN2C(=O)CCC(=O)O,1.42
CCOC(=O)C(C(=O)OCC)C(C(=O)OCC)N1CCOCC1 (stereo not given),2.14
Cc1sc2ncnc(NCC(c3ccco3)N3CCCC3)c2c1C (stereo not given),0.638
Cc1oc(-c2cccc(Cl)c2)nc1CN1CCC(C(=O)NCC2CCCO2)CC1 (stereo not given),-0.123
COC(=O)c1ccc(NC(=O)CN2CCN(c3ccccc3)CC2)cc1,-0.0421
O=C(CSc1n[nH]c(C2CCCC2)n1)NC1CCCC1,-0.0204
CC1(C)Cc2c(sc3ncnc(N)c23)CO1,-0.119
c1ccc2c(N3CCCCCC3)nc(-c3ccncc3)nc2c1,-0.235
O=C(CC1Oc2ccccc2NC1=O)NCc1ccccc1 (stereo not given),-0.443
COc1cccc(NC(=O)Nc2ccc3nsnc3c2)c1,-1.15
CC(C)(C)[C@H]1C=C(C(N)=O)O[C@@H](OCc2ccc(CO)cc2)C1,0.31
O=c1oc2ccccc2c(NC(c2ccccc2)c2ccccc2)c1[N+](=O)[O-],-1.27
Cc1cc2cc(CNC(=O)CCC(=O)O)ccc2[nH]1,0.959
CN(C)CC(=O)Nc1cc(C(F)(F)F)ccc1Cl,0.703
Cc1nc(N2CCC(C)CC2)c2nnn(Cc3ccccc3)c2n1,-1.23
N#Cc1nc(Cc2cccc3ccccc23)oc1NCc1ccco1,-2.66
Cc1cc(C)n(-c2ccc(C(=O)OCC(=O)c3ccc(Br)s3)cc2)n1,-1.85
O=C(NCCCN1CCN(c2cccc(Cl)c2)CC1)c1ccc(N2CCCC2=O)cc1,0.912
Cc1nc(-n2nnc3ccccc32)c2c3c(sc2n1)CCCC3,-1.02
COc1cc(/C=N/N2CCN(c3ccccc3OC)CC2)ccc1O,0.0515
Cc1nc(N)c(C#N)c(-c2ccccc2)c1C,-0.247
CCCCSC1(SCCCC)N=C(N)C2(C#N)C(c3ccccc3)NC(C)=C(C)C12C#N (stereo not given),0.0247
O=C(NCSC1=NCCS1)c1ccccc1,0.327
CN(C)c1c([N+](=O)[O-])cc2[nH]c(=O)[nH]c2c1[N+](=O)[O-],0.702
Cc1ccc(S(=O)(=O)N2CCC(C(=O)N3CCC[C@H]3C(=O)NC3CCS(=O)(=O)C3)CC2)cc1 (stereo not given in full),0.378
CCCS(=O)(=O)N1CCN(CC2CC=CCC2)CC1 (stereo not given),0.431
CN(CC(=O)Nc1ccccn1)S(=O)(=O)c1ccc(Cl)cc1,-0.643
O=c1[nH]c(=O)n(Cc2ccco2)c2c1C(C(F)(F)F)(C(F)(F)F)N=C(C1CCCCC1)N2,0.0736
CCCn1c(SCc2cc(=O)[nH]c3ccccc23)nc2c1c(=O)n(C)c(=O)n2C,1.17
N/C(=N\OC(=O)c1cc(-c2ccccc2)nc2ccccc12)c1ccc(Cl)cc1,-2.72
COc1ccc(Nc2ccc3c(c2)=NC2(CCCCC2)[N+]=3[O-])cc1,0.587
CC(=O)c1ccc(N(C)C)cc1,-0.427
COc1ccc(Cl)cc1NC(=O)C(=O)NC1CCCCCC1,1.92

New compounds follow.
Compound,Cav32 inh
O=C1c2ccccc2C(=O)N1CCc1nc(-c2cccnc2)no1,1.47
CC(C)CCNC(=O)c1cnn2c(C(F)(F)F)cc(-c3ccco3)nc12,-2.18
O=C(NCc1ccco1)Nc1ccc2snnc2c1,-1.09
Cc1ccc(/S(C)=N/S(=O)(=O)c2ccc(C)cc2)cc1 (stereo not given),0.394
COC(=O)C1=C(C)N(CCc2ccc(OC)cc2)C(=O)C1,-0.436
CCC(=O)Nc1cccc(C2=NOC3(C2)C[C@@H](C(N)=O)N(C(=O)c2cc([N+](=O)[O-])cc([N+](=O)[O-])c2)C3)c1 (stereo not given in full),0.714
Cc1c(C(=O)c2ccc(Cl)cc2Cl)cnc2cc3c(cc12)OCO3,-4.03*
O=C(NCc1ccc2c(c1)OCO2)C1CC(=O)N(C2CCCCCC2)C1 (stereo not given),0.672
CCOC(=O)c1oc2ccc(S(=O)(=O)N3CCOCC3)cc2c1C,0.496
CC1CC(C)CN(C(=O)CSc2nnc(-c3ccc(F)cc3)o2)C1 (stereo not given),-0.445
COc1cc(C(=O)NCc2cn3ccccc3n2)cc(OC)c1OC,1.12
CCc1cc(C)cc(OCCNC(=O)c2cncc(Br)c2)c1,-3.08
CCOc1ccc(C(=O)Cc2ccc3oc(C(=O)O)cc3c2)c(O)c1,-2.47
CC(=O)NNc1nc2ccccc2s1,0.12
Cc1noc(NS(=O)(=O)c2ccc(NC(=O)CSc3ncccn3)cc2)c1C,0.262
O=C(NCCN1CCN(C(=O)c2cc3ccccc3oc2=O)CC1)c1cc2ccccc2oc1=O,0.671
COc1ccc2c(Cl)c(-c3nnc4n3CCCCC4)sc2c1,-0.949
CC1CC(C)CN(c2ncnc3c2cnn3Cc2ccc(Cl)cc2)C1 (stereo not given),-4.85
Cc1cc(C(=O)OCC(=O)Nc2cc(C)on2)c2ccccc2n1,0.218
CCn1c(C(c2ccccc2)c2ccccc2)n[nH]c1=S,-1.04
O=C1CC(c2ccccc2)C(C(=O)O)N1 (stereo not given),-1.16
O=C(Cn1ccc2ccccc2c1=O)NCC1COc2ccccc2O1 (stereo not given),0.699
CC(=O)c1cc2c(cc1NC(=O)CN1CCN(c3cccc(C(F)(F)F)c3)CC1)OCO2,-1.68
CCOc1ccccc1NC(=O)CSc1nnc(-c2cnccn2)n1CC,0.594
O=C(O)c1cc(C(F)(F)F)nc2c(C(F)(F)F)cccc12,-0.139
O=C(NCc1ccccc1)N(Cc1cc2cc3c(cc2[nH]c1=O)OCO3)CC1CCCO1 (stereo not given),-0.506
COc1cc(C2C(C(=O)c3ccc(C)o3)=C(O)C(=O)N2c2cc(C)on2)ccc1O (stereo not given),0.586
CCOC(=O)C(C(=O)OCC)[C@@H]1CS(=O)(=O)C[C@H]1C(C(=O)OCC)C(=O)OCC,-0.244
CCCCOc1ccc(C(=O)CCN2CCCCC2)cc1,0.613
COc1ccc2[nH]c(=O)c(CN(C(=O)c3ccccn3)c3ccccc3)cc2c1,-0.589
CCCc1cc(C(N)=O)c(NC(=O)c2cc(C)on2)s1,0.0665
Nc1nnc(SCC(=O)NC23CC4CC(CC(C4)C2)C3)s1,-0.956
NC(=O)CC(NC(=O)Cc1cccc2ccccc12)c1ccc(NC2CCCCCC2)c([N+](=O)[O-])c1 (stereo not given),-2.61
CCOC(=O)c1c(C)nc2ccccn12,0.881
CCOC(=O)Cn1c(=O)c2c(nc(N3CCOCC3)n2C)n(C)c1=O,0.162
CCOC(=O)c1oc2ccccc2c1NC(=O)COC,0.0678
CC(C)c1[nH]nc2c1C(c1cccc(OC(=O)N3CCOCC3)c1)C(C#N)=C(N)O2 (stereo not given),1.36
CCCN1C(=O)c2ccccc2NC1c1cc(OC)c(OC)c(OC)c1 (stereo not given),1.1
COC(=O)Cn1c(=NC(=O)CSCC(=O)NC2CCCCC2)sc2cc(OC)ccc21,1.12
O=C(c1ccccc1)N1CCN(C2CC(=O)N(CCc3ccccc3)C2=O)CC1 (stereo not given),0.195
COc1ccc(NC(=O)C2CC2)cc1NS(=O)(=O)c1ccc(F)cc1,0.251
CC(C)CCNC(=O)CN(Cc1cccs1)C(=O)CCC(=O)Nc1nccs1,-0.195
Cc1c(C)c2cc(Cl)c(OCc3nn[nH]n3)cc2oc1=O,0.924
Cc1ccc(-n2nc3c(c2NC(=O)c2ccc4c(c2)OCO4)CS(=O)C3)cc1 (stereo not given),0.631
CCc1sc(C(=O)NC2CCN(C)CC2)cc1Br,0.979
CCOc1ccc(C(=O)CCC(=O)O)cc1,-0.0427
FC(F)(F)c1cccc(Sc2cc(C(F)(F)F)nc(-c3ccccn3)n2)c1,-3.77
Cc1cccc(-n2c(SCC(=O)Nc3nonc3C)nnc2-c2ccoc2C)c1,-0.759
CCNC(=O)c1sccc1-n1cccc1,0.222
C=CCSc1ncc(C#N)c(N)n1,-0.0725

7 records drawn at random from those above, as already listed:
Compound,Cav32 inh
Cc1ccc(-n2nc3c(c2NC(=O)c2ccc4c(c2)OCO4)CS(=O)C3)cc1 (stereo not given),0.631
COc1ccc(NC(=O)C2CC2)cc1NS(=O)(=O)c1ccc(F)cc1,0.251
Cc1cccc(-n2c(SCC(=O)Nc3nonc3C)nnc2-c2ccoc2C)c1,-0.759
CCc1sc(C(=O)NC2CCN(C)CC2)cc1Br,0.979
CCNC(=O)c1sccc1-n1cccc1,0.222
CCOc1ccc(C(=O)CCC(=O)O)cc1,-0.0427
Cc1c(C)c2cc(Cl)c(OCc3nn[nH]n3)cc2oc1=O,0.924

(more compounds)
Compound,Cav32 inh
O=C(CSc1nnc(C2COc3ccccc3O2)o1)N1CCCCC1 (stereo not given),2.05
c1ccc(-c2cc(N3CCOCC3)nc(-c3ccccc3)n2)cc1,-0.448
COC(=O)C1=C(C)N(C)C(C)=C(C(=O)OC)C1c1ccccn1,0.481
Cc1ccc(SCc2[nH]nc3c2C(c2ccco2)C(C#N)=C(N)O3)cc1 (stereo not given),0.26
Cc1ncc2c(c1OC(=O)c1ccc([N+](=O)[O-])cc1)COC(C)(C)OC2,-0.571
